Source: PubChem BioAssay (National Center for Advancing Translational Sciences (NCATS))
FEN1 inhibitor – inhibitors of human flap endonuclease 1; P39748; Recombinant FEN1 flap cleavage, fluorescence, 15 min; Potency, µM (series often up to 114 µM), inactives show at the top dose activity change, negative = inhibition, most hits filed as inhibitors; hit rate 0.35% among 390,000; AID 588795; note: nearly all actives have a fitted effect of over 65% in size
Target sequence (P39748 whole entry, looked up): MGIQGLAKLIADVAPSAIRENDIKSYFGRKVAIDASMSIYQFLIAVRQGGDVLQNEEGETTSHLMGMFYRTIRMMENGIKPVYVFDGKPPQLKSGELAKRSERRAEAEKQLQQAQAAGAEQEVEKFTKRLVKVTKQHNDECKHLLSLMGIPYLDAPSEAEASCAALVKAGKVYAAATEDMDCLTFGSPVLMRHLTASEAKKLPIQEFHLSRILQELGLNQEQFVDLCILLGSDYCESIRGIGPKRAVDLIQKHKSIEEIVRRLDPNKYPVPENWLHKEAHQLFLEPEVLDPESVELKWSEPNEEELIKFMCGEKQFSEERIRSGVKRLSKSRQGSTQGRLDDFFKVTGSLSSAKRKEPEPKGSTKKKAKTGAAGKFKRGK
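Read-out was taken twice, immediately and after 15 min, following addition of 50 nM substrate to 10 nM FEN1 that had sat with test compound for 15 min at room temperature. Curves came from a four-parameter Hill model.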
TDP1 block – blocks human tyrosyl-DNA phosphodiesterase 1; Q9NUW8; Potency, µM (titrated, usually from 130 µM), for inactives: at the top dose activity change, negative = inhibition, actives largely listed as inhibitors; hit rate 0.28% among 350,000; recombinant TDP1, AlphaScreen DNA substrate cleavage; note: nearly all actives have a fitted effect of over 40% in size
Target sequence (Q9NUW8 whole entry, looked up): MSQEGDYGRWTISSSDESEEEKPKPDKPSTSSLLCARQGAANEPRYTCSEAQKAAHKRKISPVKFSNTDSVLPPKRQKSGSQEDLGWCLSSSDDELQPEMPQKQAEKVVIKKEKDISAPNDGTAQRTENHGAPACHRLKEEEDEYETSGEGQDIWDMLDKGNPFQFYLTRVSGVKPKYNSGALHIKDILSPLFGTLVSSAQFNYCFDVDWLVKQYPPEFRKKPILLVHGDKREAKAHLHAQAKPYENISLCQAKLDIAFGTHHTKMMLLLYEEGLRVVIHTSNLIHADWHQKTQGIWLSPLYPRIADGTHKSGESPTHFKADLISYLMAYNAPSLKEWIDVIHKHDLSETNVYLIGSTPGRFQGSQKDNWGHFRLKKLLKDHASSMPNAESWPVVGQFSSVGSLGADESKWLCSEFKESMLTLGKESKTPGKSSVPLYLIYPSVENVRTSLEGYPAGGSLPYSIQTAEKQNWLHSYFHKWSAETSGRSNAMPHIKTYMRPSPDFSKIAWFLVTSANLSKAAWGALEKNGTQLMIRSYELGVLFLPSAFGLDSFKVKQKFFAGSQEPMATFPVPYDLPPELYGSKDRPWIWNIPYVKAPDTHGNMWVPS
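Recombinant E. coli-expressed Tdp1 (1 nM) preincubated with compound 15 min at RT, then 5'-biotin/3'-phosphotyrosine-FITC DNA substrate (15 nM) added for 5 min. AlphaScreen beads (10 ug/ml) added, 10 min RT; tyrosine-FITC cleavage read as signal loss.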
N370S GC – inhibitors or activators of N370S glucocerebrosidase for Gaucher disease; P04062; N370S GC spleen homogenate, 4MU-glucoside fluorescence; Potency, µM (titrated, usually from 59.4 µM), for inactives: top-dose activity change, negative = inhibition, actives largely listed as inhibitors; hit rate 0.092% among 330,000;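 note: 0% = full enzyme activity and -100% = no enzyme basal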
Active calls of the source: *; u = inconclusive; x = no result given; [ ] = dose if it differs, or a comment. Calls come from the whole dose curve; as a rule, active = well fitted curve in the direction sought with a large enough effect; inconclusive = small, poorly fitted or top-dose-only effect, or another doubt; inactive = no such curve, though single readings can be large; an effect the other way counts as inactive or inconclusive. Unless noted, % is set by controls: 0 for no effect and ±100 for the full control effect; potency is the fitted concentration of half-maximal effect. Hits appear at their usual frequency (roughly 0.53% active in at least one column).

SMILES	FEN1 inhibitor	TDP1 block	N370S GC
CCOC(=O)c1c(-c2ccc(C)cc2)csc1NC(=O)/C(C#N)=C/c1ccc(O)c(OC)c1	u	0%	-6%
Cc1ccc(CNC(=O)c2ccc(Cn3c(SCc4ccc(F)cc4)nc4cccnc43)cc2)o1	6%	4%	x
Cc1ccc2c(c1)C(=O)C(=O)N2Cc1ccc(OC(C)C)cc1	-16%	5%	x
O=C(c1ccccc1Cl)N1CCN(CCc2ccccn2)CC1	20%	-3%	x
CCCCN1C(=O)CCC(C(=O)O)C1c1ccc([N+](=O)[O-])cc1 (stereo not given)	-16%	x	-8%
Cc1cc(NC(=O)CSc2ccc(-c3ccccc3)nn2)no1	-3%	2%	2%
Cc1ccc(NC(=O)c2ccc(OC(=O)COc3cccc(Cl)c3)cc2)cc1	-6%	-3%	-14%
CCN(CC)S(=O)(=O)c1ccc(NC(=O)c2cc(=O)[nH]c3ccccc23)cc1	17%	-5%	-10%
Cc1ccc(CN2CCN(Cc3cnc(N(C)C)s3)CC2CCO)o1 (stereo not given)	-1%	0%	-7%
COc1ccccc1/C=C/c1nc(C#N)c(N2CCCCCC2)o1	-15%	2%	x
CC(=O)Nc1ccc(N2CCCCC2)cc1	-3%	-3%	8%
Cc1nc(C)c(CCNC(=O)c2ccccc2)s1	-2%	3%	3%
CSCCC(NC(=O)c1ccco1)C(=O)N1CCC(C(N)=O)CC1 (stereo not given)	-5%	x	-8%
COc1ccc(OC)c(CN2C(=O)c3ccccc3C2C(=O)NCC2CCCO2)c1 (stereo not given)	4%	x	5%
C=CCNC(=O)C(C)N1c2cccc3cccc(c23)S1(=O)=O (stereo not given)	5%	1%	-9%
Cc1sc2ncn(CC(=O)NCCCC(=O)N3CCC(C)CC3)c(=O)c2c1C	5%	-10%	-2%
CNS(=O)(=O)c1cccc(C(=O)OCC(=O)Nc2ccc(Cl)cc2F)c1	0%	x	-1%
CCOc1ccc(C(=O)Nc2cccc(SC)c2)cc1	-9%	-1%	-2%
CCN(c1ccc(NC(=O)COC(=O)c2ccc([N+](=O)[O-])o2)cc1)C(C)C	-4%	0%	x
Cc1ccc(S(=O)(=O)C(CNC(=O)Cc2ccc(Cl)cc2)c2cccs2)cc1 (stereo not given)	-20%	0%	x
O=C1NC(=O)c2cc(Oc3ccc([N+](=O)[O-])cc3)ccc21	-5%	2%	1%
COc1ccc(CN2CCN(S(=O)(=O)c3ccccc3)CC2)cc1Br	-14%	-15%	x
Cc1ccc(-n2c(N)c(C(=O)Nc3c(C)n(C)n(-c4ccccc4)c3=O)c3nc4ccccc4nc32)cc1	0%	5%	0%
Cc1ccc(NC(=O)c2sc3ncnc(N(C)C4CCCCC4)c3c2C)c(C)c1	20%	-1%	x
O=C(CCN1C(=O)S/C(=C\c2ccc(F)cc2)C1=O)Nc1ccc(C(=O)O)c(O)c1	29%	7%	26%

Exported as a markdown table: entries from further up.
| mol | FEN1 inhibitor | TDP1 block | N370S GC |
| --- | --- | --- | --- |
| Cc1nc(C)c(CCNC(=O)c2ccccc2)s1 | -2% | 3% | 3% |
| CSCCC(NC(=O)c1ccco1)C(=O)N1CCC(C(N)=O)CC1 (stereo not given) | -5% | x | -8% |

Arranged by value in TDP1 block (falling): some entries from above.
SMILES | TDP1 block
Cc1ccc2c(c1)C(=O)C(=O)N2Cc1ccc(OC(C)C)cc1 | 5%
O=C1NC(=O)c2cc(Oc3ccc([N+](=O)[O-])cc3)ccc21 | 2%
CCN(CC)S(=O)(=O)c1ccc(NC(=O)c2cc(=O)[nH]c3ccccc23)cc1 | -5%

(more compounds)
SMILES	FEN1 inhibitor	TDP1 block	N370S GC
CCOC(=O)C(C)Sc1nnc(-c2c[nH]c3ccccc23)n1C (stereo not given)	-5%	0%	2%
Cc1cc2c(cc3c(SCc4ccc(Cl)cc4)nncn32)o1	14%	5%	x
COc1ccc(C(=O)Nc2ccc3c(c2)OCCO3)cc1Br	-7%	x	-16%
O=C(CCN1CCCCC1)NCNC(=O)CCN1CCCCC1	-1%	-1%	3%
CC1CN(C(=O)CNC(=O)Cc2cccc3ccccc23)CC(C)O1 (stereo not given)	12%	0%[56.1 µM]	x
CCC(C)Sc1cccc(-c2nc3ccc(Cl)cn3c2NCc2ccccc2)c1 (stereo not given)	-18%	-16%	u
COCCn1c(-c2ccsc2)nc2c1c(=O)[nH]c(=O)n2CC(C)C	0%	7%	u
O=[N+]([O-])c1cccc2c(S(=O)(=O)N3CCCCC3)cccc12	-21%	5%	2%
CN(C1CC(C)(C)NC(C)(C)C1)S(=O)(=O)CC12CCC(CC1=O)C2(C)C (stereo not given)	-16%	x	5%
O=c1[nH]c(-c2ccncc2)nc2ccccc12	-6%	1%	5%
COc1ccc(OC)c(C2=NOC(C(=O)Nc3c(C)n(C)n(-c4ccccc4)c3=O)C2)c1 (stereo not given)	-9%	x	9%
COc1cccc(NC(=O)CSc2nccn2C2CCCC2)c1	-4%	3%	x
COC(=O)/C=C1/SC(=NC(=O)c2ccc(F)cc2)NC1=O	-5%	4%	18%
Cc1ccc(C(=O)N(CC(=O)NC2CCCC2)c2ccc(F)cc2)s1	1%	10%[0.0935 µM]	-1%
COc1cccc(NC(=O)CN(C)C(=O)c2ccc(N3CCOCC3)c([N+](=O)[O-])c2)c1	13%	x	0%
O=C(CCC(=O)Nc1ccccc1)NNS(=O)(=O)c1ccc(Cl)cc1	-6%	5%	1%
COc1cccc(COc2ccccc2C2Nc3ccc(Br)cc3C(=O)N2NC(=O)c2ccncc2)c1 (stereo not given)	2%	6%	26%
Cn1cc([N+](=O)[O-])c(C(=O)NC2CCCC2)n1	0%	5%	-1%
Cc1ccc(Cl)cc1NC(=O)C(=O)N1CCCCC1	-1%	0%	-2%
Cc1cccc(-c2noc(CN(C)C(=O)c3ccoc3C)n2)c1	-9%	12%	2%
O=C(/C=C/c1ccc(O)c(O)c1)OC1C(O)CC(OC(=O)/C=C/c2ccc(O)c(O)c2)(C(=O)O)CC1O (stereo not given)	-2%	-9%	-21%
CCOC(=O)c1ccc(NC(=O)Cn2c(-c3nonc3N)nc3ccccc32)cc1	4%	3%	-17%
CCC(C)c1ccccc1NC(=O)C(C)N(C)Cc1cccc(OC)c1 (stereo not given)	-16%	-11%	-10%
CC(C)(C)c1ccc(OCCC(=O)NCCc2ccc(S(N)(=O)=O)cc2)cc1	-15%	2%	-9%
CC1(O)c2ccccc2C(=O)N1Cc1ccccc1 (stereo not given)	-4%	-5%	9%

(listing goes on)
SMILES	FEN1 inhibitor	TDP1 block	N370S GC
Nc1nc(CN2CCN(c3ccccc3F)CC2)nc(N2CCCc3ccccc32)n1	-2%	-1%	0%
CCOC(=O)C1=C(SCC(=O)Nc2ccccc2)NC(=O)C(C#N)C12CCCCC2 (stereo not given)	-2%	0%	27%
COc1ccc(NC(=O)N(C)C[C@H]2Oc3ccc(NC(=O)c4ccncc4)cc3C(=O)N([C@H](C)CO)C[C@@H]2C)cc1	14%	1%	x
CCCN(CC(=O)Nc1ccccc1OC)C(=O)c1cc2ccccc2o1	-7%	5%	17%
CC(=O)Nc1ccc(NC(=O)C(C)OC(=O)c2ccc3[nH]c(C)c(C)c3c2)cc1 (stereo not given)	-11%	-8%	-18%
COc1ccc(C(=O)NCCCN2CCCC2=O)cc1	0%	4%	29%
CCC1CCc2sc(C(=O)OCC(=O)N(CCOC)c3c(N)n(Cc4ccccc4)c(=O)[nH]c3=O)cc2C1 (stereo not given)	5%	x	0%
C[C@H](NC(=O)C1CCN(S(=O)(=O)c2ccccc2)CC1)C(=O)NCc1ccc(Cl)cc1Cl	-23%	2%	-13%
CN(C)C(=O)C1OC(C)(C)OC1C(=O)N(C)C (stereo not given)	-3%	-2%	x
COCc1cc(C)nc(SCC(=O)NCc2ccco2)c1C#N	11%	4%	3%
CCCNCc1cc(OC)c(OCc2ccccc2)cc1Br	-3%	3%	-8%
COc1ccc(C(=O)NCCc2ccc(S(N)(=O)=O)cc2)cc1OC	-2%	1%	-16%
CC(On1nnc2ccc(S(=O)(=O)N3CCOCC3)cc21)C(=O)Nc1ccccc1F (stereo not given)	5%	0%	-17%
Cc1ccc(Nc2nc(N)nc(CSc3nccn3C)n2)c(C)c1	-5%	-1%	6%
CN1CCN(CC(=O)n2c3c(c4ccccc42)CCCC3)CC1	-13%	10%	-31%
C/C(=N\O)c1sc(-c2ccccc2)nc1C	-10%	-1%	3%
CCOC(=O)c1c(NC(=O)COC(=O)c2ccncc2)sc(C)c1C	2%	0%	10%
O=C(CNS(=O)(=O)c1cccc(Cl)c1)Nc1ccc(-c2nc3ccccc3s2)cc1	0%	1%	3%
Cc1ccc(OCCC(=O)N(CCC(C)C)c2c(N)n(Cc3ccccc3)c(=O)[nH]c2=O)cc1	1%	-6%	-3%
Cc1cc(C)nc(SCc2ccc(C(=O)N/N=C/c3ccccn3)cc2)n1	9%	7%	-12%
Cc1cccc(C(=O)C2CCN(S(=O)(=O)c3ccc(C(=O)O)cc3)CC2)c1	0%	x	4%
C=CCN1CCN(C(c2ccc(Cl)cc2)c2nnnn2CCc2ccc(OC)c(OC)c2)CC1 (stereo not given)	-4%	-3%	-5%
Brc1nc2ncnc(NCc3ccco3)c2[nH]1	-16%	1%	x
O=C(NCc1ccncc1)c1ccc(Cn2cc(C(F)(F)F)ccc2=O)cc1	-2%	4%	-10%
C=CCn1c(SCC(=O)Nc2ccc(F)cc2)nnc1-c1cnccn1	14%	0%	6%

Complete entries, quoted from the list:
`COc1ccc(NC(=O)N(C)C[C@H]2Oc3ccc(NC(=O)c4ccncc4)cc3C(=O)N([C@H](C)CO)C[C@@H]2C)cc1` across the screens: FEN1 inhibitor: 14%; TDP1 block: 1%; N370S GC: x
`CC(=O)Nc1ccc(NC(=O)C(C)OC(=O)c2ccc3[nH]c(C)c(C)c3c2)cc1` (stereo not given) across the screens: FEN1 inhibitor: -11%; TDP1 block: -8%; N370S GC: -18%
`COc1ccc(C(=O)NCCCN2CCCC2=O)cc1` across the screens: FEN1 inhibitor: 0%; TDP1 block: 4%; N370S GC: 29%

(listing goes on)
SMILES	FEN1 inhibitor	TDP1 block	N370S GC
CCOC(=O)/C(C#N)=C/C1=C(N2CCCC2)CC(C)(C)OC1	7%	-4%	x
COc1ccc(C2/C(=C(/O)c3ccccc3)C(=O)C(=O)N2CC(C)O)c(OC)c1 (stereo not given)	-22%	-2%	-1%
CCC(=O)Nc1ccc(/C=C(\C(C)=O)C(=O)c2ccccc2)cc1	-1%	x	-11%
Cc1cccc(-c2nnc3sc(-c4ccccc4C)nn23)c1	u	6%	u
CC(C)(C)NC(=O)CN(Cc1cccnc1)C(=O)c1csnn1	-2%	0%	-4%
Cc1c(CC(=O)NCC(=O)NCC(=O)O)c(=O)oc2cc3c(cc12)CCC(C)(C)O3	1%	x	13%
COCCn1c(C)cc(C(=O)COC(=O)CNC(=O)c2ccccc2)c1C	0%	8%	-16%
CCc1nnc(NC(=O)CSc2nnc(-c3ccoc3C)n2-c2ccc(C)cc2)s1	-17%	5%	-2%
O=c1cc(N2CCc3ccccc3C2)[nH]c(=O)n1-c1ccc(Cl)cc1	-6%	2%	-3%
Cc1cc(CNC(=O)C2CCC(=O)N(Cc3cccc(C(F)(F)F)c3)C2)no1 (stereo not given)	6%	3%	-12%
O=C(Nc1c(C(=O)c2ccc(F)cc2)oc2ccccc12)c1cc(-c2ccccc2)on1	14%	-7%	x
CCc1nc2ccc(C(=O)N(C)CC(=O)Nc3ccc(F)c(F)c3F)cc2nc1CC	-2%	-3%	0%
O=C(CCCCl)NC1=NN(c2ccccc2)C(=O)C1	-3%	8%	5%
COc1ccc(-c2c[n+]3c(n2-c2ccccc2)SCC3)cc1OC	-2%	0%	-6%
CC(C)n1nc(C(=O)Oc2cccc(Cl)c2Cl)c2ccccc2c1=O	-9%	-3%	4%
CCc1ccc(CN(C)C(=O)CCc2nnc(COc3ccccc3)o2)cc1	-7%	0%	7%
COC(=O)c1cc(NC(=O)COC(=O)CCc2c[nH]c3ccccc23)cc(C(=O)OC)c1	-2%	1%	-1%
CC(C)Cn1c(-c2cccs2)nc2nc3ccccc3nc21	-21%	-8%	u
Cc1[nH]c(-c2ccc(F)cc2)cc1C(=O)N1CCN(c2ccccc2F)CC1	-5%	x	-2%
O=C(CSc1nnc(CNc2ccc(F)cc2)o1)OC1CCCCC1	-15%	-1%	6%
O=C(/C=C/c1cccs1)N1CCN(c2ccc(F)cc2)CC1	15%	7%	16%
Cc1ccc(C)c(S(=O)(=O)N2CCN(C(=O)[C@@H]3CCCN3C(=O)c3cccs3)CC2)c1	-7%	4%	x
O=C(NCc1ccccc1)C(c1ccc(F)cc1)N(C(=O)c1csnn1)c1ccccc1 (stereo not given)	6%	12%	-18%
O=C(COC(=O)c1c(F)cccc1Cl)NC1CCCC1	-9%	1%	0%
ON=C1CCCCC1	x	-6%	-2%
CCOc1ccc(NC(=O)[C@@H]2CCCN2C(=O)c2cccs2)cc1S(=O)(=O)N1CCCCC1	-2%	1%	x
CC1=C(C(=O)Nc2ccc(F)cc2)C(c2ccncc2)C2=C(CCCC2=O)N1 (stereo not given)	-2%	-7%	12%
